S1P2 antag: antagonists of human S1P2 receptor; O95136; cell-based S1P2 antagonist assay, inhibition at 5 uM; inhibition, % at 5 µM; 97,000 compounds, 0.21% hits; AID 736; in the data active means inhibition above about 45%;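 further: CRE beta-lactamase reporter cells expressing human S1P2 stimulated with S1P; 0% = agonist at EC80 alone and 100% = agonist plus reference antagonist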
Target sequence (O95136 whole entry, looked up): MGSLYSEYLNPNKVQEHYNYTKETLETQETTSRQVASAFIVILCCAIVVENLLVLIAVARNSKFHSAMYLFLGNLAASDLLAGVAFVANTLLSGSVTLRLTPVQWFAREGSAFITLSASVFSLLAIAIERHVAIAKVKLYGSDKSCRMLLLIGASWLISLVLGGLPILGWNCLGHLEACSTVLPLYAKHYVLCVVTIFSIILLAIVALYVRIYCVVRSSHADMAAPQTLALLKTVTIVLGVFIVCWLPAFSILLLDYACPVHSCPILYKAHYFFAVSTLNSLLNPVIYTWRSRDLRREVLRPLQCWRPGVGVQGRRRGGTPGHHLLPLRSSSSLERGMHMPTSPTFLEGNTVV
MT1-MMP txn act: MT1-MMP promoter transcription activation; activation factor at 10 µM; HT1080 MT1-MMP promoter luciferase reporter, luminescence, overnight; hits give high values; 86,000 compounds, 0.16% hits;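 active means activation factor of at least 2 for MT1-MMP transcription at 10 µM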
PLK1 inh: PLK1 (human) kinase inhibition. recombinant PLK1 kinase, TR-FRET peptide phosphorylation. AID 619. inhibition, % at 10 µM. P53350. 97,000 compounds, 0.53% hits;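 active means inhibition of 50% or more in the single-concentration screen; inactive means inhibition below 50%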;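 further: 0% = DMSO max control and 100% = H-89 dihydrochloride min control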
FAK blocker: blocks human focal adhesion kinase activity; Q05397; biochemical FAK kinase activity assay; inhibition, %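 (tested at 7 µM)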; 97,000 compounds, 0.84% hits; in the data active means inhibition above about 19%;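 further: 0% = DMSO and 100% = reference compound high control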
PLAP activator: human PLAP activation; P05187; purified PLAP enzyme, luminescent substrate read-out; hits give high values; activation fold at 20 µM; 96,000 compounds, 1.2% hits; AID 696; in the data active means activation fold above about 2
Target sequence (P05187 whole entry, looked up): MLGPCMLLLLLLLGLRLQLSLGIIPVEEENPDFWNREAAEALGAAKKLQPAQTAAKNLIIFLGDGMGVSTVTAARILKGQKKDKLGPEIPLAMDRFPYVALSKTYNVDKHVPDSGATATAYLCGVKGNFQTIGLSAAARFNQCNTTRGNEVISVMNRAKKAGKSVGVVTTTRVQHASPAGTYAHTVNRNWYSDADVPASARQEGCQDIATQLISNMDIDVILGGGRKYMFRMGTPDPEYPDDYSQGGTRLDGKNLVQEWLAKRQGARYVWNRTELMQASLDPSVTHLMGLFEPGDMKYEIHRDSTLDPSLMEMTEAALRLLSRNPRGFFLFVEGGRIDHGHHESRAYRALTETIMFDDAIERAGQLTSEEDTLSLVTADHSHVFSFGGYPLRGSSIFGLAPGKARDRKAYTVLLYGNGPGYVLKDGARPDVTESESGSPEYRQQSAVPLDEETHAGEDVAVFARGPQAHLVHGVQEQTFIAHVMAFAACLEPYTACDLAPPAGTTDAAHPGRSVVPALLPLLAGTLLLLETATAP
HIV Rev-RRE inh: HIV Rev-RRE protein-RNA interaction inhibition | P05866 | Rev peptide-RRE RNA binding, FRET | inhibition, % at 8 µM | 97,000 compounds, 0.79% hits | AID 704;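 active means inhibition above the screen-wide mean plus 3 SD, cut at about 35% in these data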;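 further: 0% = median DMSO wells and 100% = median Neomycin B control wells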
Target sequence (P05866 whole entry, looked up): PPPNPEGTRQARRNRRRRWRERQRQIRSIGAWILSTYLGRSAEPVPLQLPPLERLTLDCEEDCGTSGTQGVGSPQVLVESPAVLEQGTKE
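Test system – labelled RRE RNA duplex and labelled Rev peptide · Reagent – labelled Rev peptide · Doses – one concentration, 8 µM nominal · Incubation – 5 + 15 min at 25 °C · Signal – FRET fluorescence readout · Read-out basis – % inhibition of FRET ratio versus controls · Control set – DMSO wells as 0% and neomycin B wells as 100% inhibition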
EphB4 ephrin blk: antagonists of human EphB4-ephrin-B2 interaction | P54760 | EphB4 LBD / TNYL-RAW-Alexa532 peptide, fluorescence polarization | inhibition, % at 7 µM | 97,000 compounds, 0.15% hits | AID 720;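 active means inhibition above the screen-wide mean inhibition plus 3 SD, cut at about 15% in these data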;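 further: 0% = DMSO wells and 100% = excess unlabeled TNYL-RAW peptide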
S1P2 agonist: agonists of human S1P2 receptor; O95136; S1P2-expressing cell line, agonist reporter read-out; activation, % at 4.5 µM; 97,000 compounds, 0.46% hits; AID 729; in the data active means activation above about 16%;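 further: 0% = vehicle low control and 100% = maximal reference agonist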
PLK1 PBD inh: inhibitors of human Plk1 polo box domain binding; inhibition, %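 (tested at about 20 µM)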; 97,000 compounds, 0.13% hits; AID 693; Plk1 PBD phosphopeptide binding, fluorescence polarization; in the data active means inhibition above about 34%, passing the limit was not always enough
Starred values were filed as active, the others as inactive; nt = no result given. Rows were taken by chance; about 3.9% have a hit in one of these screens.

A first look (five entries):
SMILES	S1P2 antag	MT1-MMP txn act	PLK1 inh	FAK blocker	PLAP activator	HIV Rev-RRE inh	EphB4 ephrin blk	S1P2 agonist	PLK1 PBD inh
CCN(CC)CCN1C(=O)c2oc3ccccc3c(=O)c2C1c1ccc(F)cc1 (stereo unspecified)	-7.4	1.1	-11.7	-3.8	1.5	-5.4	-4.0	-5.8	-25.9
COc1ccc(S(=O)(=O)Cc2ccc(C(=O)NCc3ccco3)o2)cc1	-11.8	1.1	-10.9	0.4	0.9	0.2	0.3	-5.0	-20.6
CCNC(=S)NNC(=O)c1cccn(Cc2ccc(Cl)cc2)c1=O	8.4	nt	-6.4	-0.2	1.5	-1.4	1.5	-6.2	-29.3
COc1cc2c(C(=O)Nc3ccc4c(c3)OCO4)cn(CC(C)C)c(=O)c2cc1OC	-30.4	nt	-13.5	0.0	2.4*	2.7	-2.8	9.3	-15.9
COc1ccccc1NC(=O)C1=C(C)Nc2ncnn2C1c1cccs1 (stereo unspecified)	22.6	nt	-4.3	0.9	1	1.4	3.3	0.6	-3.8

The whole of this part, from the first entry:
SMILES	S1P2 antag	MT1-MMP txn act	PLK1 inh	FAK blocker	PLAP activator	HIV Rev-RRE inh	EphB4 ephrin blk	S1P2 agonist	PLK1 PBD inh
CCN(CC)CCN1C(=O)c2oc3ccccc3c(=O)c2C1c1ccc(F)cc1 (stereo unspecified)	-7.4	1.1	-11.7	-3.8	1.5	-5.4	-4.0	-5.8	-25.9
COc1ccc(S(=O)(=O)Cc2ccc(C(=O)NCc3ccco3)o2)cc1	-11.8	1.1	-10.9	0.4	0.9	0.2	0.3	-5.0	-20.6
CCNC(=S)NNC(=O)c1cccn(Cc2ccc(Cl)cc2)c1=O	8.4	nt	-6.4	-0.2	1.5	-1.4	1.5	-6.2	-29.3
COc1cc2c(C(=O)Nc3ccc4c(c3)OCO4)cn(CC(C)C)c(=O)c2cc1OC	-30.4	nt	-13.5	0.0	2.4*	2.7	-2.8	9.3	-15.9
COc1ccccc1NC(=O)C1=C(C)Nc2ncnn2C1c1cccs1 (stereo unspecified)	22.6	nt	-4.3	0.9	1	1.4	3.3	0.6	-3.8
CCOc1ccc(NCCC#N)cc1	-1.2	1	-7.9	-8.0	1.1	2.2	5.7	-9.7	-10.6
CCOc1ccc(CN2CCN(C(=O)c3ccccc3)CC2)cc1	-2.2	1.2	-11.2	1.3	1.2	0.6	0.5	-5.1	-28.7
COc1cc(NC(=O)c2c(F)c(F)c(F)c(F)c2F)c(OC)cc1Cl	-5.3	1.1	-14.1	-4.4	0.9	7.0	6.3	8.9	-24.9
O=S1(=O)C=C(SCc2ccc(Cl)c(Cl)c2)Nc2ccccc21	-14.8	nt	-0.9	-3.8	0.8	1.6	-0.7	-1.3	-27.1
Cn1c(=O)c2c(nc(SCCCO)n2Cc2ccccc2Cl)n(C)c1=O	14.2	1	-11.6	2.6	1	5.1	-3.9	-3.9	-14.3
C=CCn1c(COc2ccccc2F)nnc1SCC(=O)N1CC(=O)Nc2ccccc21	-8.3	1.1	-6.3	-1.1	1.2	1.5	-2.2	-1.0	-8.9
CC(=O)c1cc(CC=C(C)C)c(O)c(CC=C(C)C)c1O	-7.4	nt	-14.4	4.7	1	1.4	-4.0	-8.3	0.5
CC(=O)c1c(C)oc2ccc(O)c(CN3CCOCC3)c12	-9.9	1.2	-3.2	-1.4	1.2	3.7	9.2	-4.7	-40.5
COCCCNC(=O)c1ccc(NS(C)(=O)=O)cc1	4.6	1.3	-13.0	2.5	1	5.5	0.6	1.6	-3.9
CCn1c(SCc2cccnc2)nc2c1c(=O)n(C)c(=O)n2C	-26.7	1	-22.7	0.6	0.9	1.2	4.0	-8.7	9.4
CC(C)C(c1nnnn1Cc1ccccc1)N(CCCO)Cc1cc2cc3c(cc2[nH]c1=O)OCO3 (stereo unspecified)	-5.7	1.4	-6.6	-5.2	1.4	1.3	-11.2	-2.1	-0.4
Cc1c(NC(=O)c2ccc(N3C(=O)C4C5C=CC(C5)C4C3=O)cc2)c(=O)n(-c2ccccc2)n1C (stereo unspecified)	3.7	1.1	-10.0	0.1	1.1	6.3	0.1	-3.3	3.4
Cc1cc(C)nc(NC2=NCC(=O)N2CCc2c[nH]c3ccccc23)n1	11.8	0.9	-16.9	0.2	1.1	-0.8	2.2	-2.5	-2.1
O=C(CCCSc1nc(-c2ccco2)cc(C(F)(F)F)n1)NCc1cccs1	-6.7	1.1	-3.0	3.0	1	9.1	2.3	-3.7	-24.6
CCCC1S/C(=N/N=C/c2ccc(OC)cc2)N(Cc2ccc(OC)cc2)C1=O (stereo unspecified)	2.4	1.3	-3.6	-1.9	0.8	9.4	2.2	-3.4	0.8
O=C1CCCN1c1ccc(Br)cc1	11.5	nt	-8.8	-2.3	0.9	9.1	5.7	-1.3	35.5
Cc1ccc(C)c2[nH]c(=O)c(CN(Cc3ccco3)S(=O)(=O)c3ccc4c(c3)OCCO4)cc12	13.2	1.1	-7.9	-2.6	1.1	1.1	-1.2	-5.7	2.6
CCn1c(SCc2nc3ccccc3c(=O)[nH]2)nnc1-c1cccnc1	-2.0	1.1	-3.9	0.5	1.1	0.1	-3.4	-6.5	7.8
CC(C)N(C)C1CCN(C(=O)Nc2ccc(Cl)cc2)CC1	22.1	1	-7.5	0.8	1	3.1	0.9	-3.4	2.8
Cc1ccc(C2CC(c3ccc(C)cc3)n3nc(N)nc3N2)cc1 (stereo unspecified)	18.1	1.1	-11.0	5.3	1.3	7.1	-6.2	-6.9	13.5
O=S(=O)(c1ccc(F)cc1)N1CCC(N2CCCCCC2)CC1	5.6	1	-4.9	4.4	1	9.7	-1.5	-5.1	-14.7
N#CCc1nc2c3c4c(sc3ncn2n1)CCCC4	-31.2	0.9	-4.0	-0.4	1.1	5.4	-2.3	1.0	-26.5
COc1ccc(NC(=O)C(c2ccccc2)N(C)C(=O)CNC(C)=O)cc1 (stereo unspecified)	-11.3	1.2	-1.3	-4.9	1.1	2.7	-2.1	-5.9	-2.3
O=C(Oc1ccc(-c2cnc3ccccc3n2)cc1)c1ccco1	-9.9	1	-9.8	9.6	1.1	-2.1	8.4	-3.0	-10.5
O=C(c1scc2c1CCCC2)N1CCOCC1	0.1	1.1	-9.7	-9.9	1	6.3	0.5	-6.0	3.1
Cc1ccc(S(=O)(=O)C(C#N)c2nc3ccccc3nc2OC(C)C)cc1 (stereo unspecified)	-4.4	1	-6.4	-8.6	1.1	10.9	-4.6	-9.5	10.5
Cc1ccc(C(=O)CCC(=O)Nc2cccc(C(F)(F)F)c2)cc1	3.7	nt	-6.2	0.4	0.8	0.4	-2.4	-1.6	26.3
CCOC(=O)N1CCN(C(=O)CCCn2c(=S)[nH]c3ccccc3c2=O)CC1	0.3	1	-7.2	0.6	1.4	0.0	7.4	-2.1	2.8
CCN1CCN(C(=O)CN(C)S(=O)(=O)c2ccc(OC)c(C)c2)CC1	1.4	1	0.6	0.0	1.6	9.3	3.9	-5.4	0.0
Cc1cc2nn(-c3ccccc3)nc2cc1NC(=O)c1cccs1	24.2	1.5	-6.8	5.3	1	6.6	2.2	-5.7	-14.2
CC(C)C(=O)NC(c1ccco1)c1c(O)ccc2ccccc12 (stereo unspecified)	-4.5	nt	-4.9	-0.9	1	8.4	4.6	-4.0	-8.3
COCc1[nH]nc2c1C1(C(=O)Nc3ccc(F)cc31)C(C#N)=C(N)O2 (stereo unspecified)	6.4	1	-7.0	1.6	1.8	4.8	-3.8	-5.0	11.3
CCC(=O)Nc1nnc(SCC(=O)N2c3ccccc3CC2C)s1 (stereo unspecified)	-5.1	1.2	-7.7	-0.9	nt	9.1	1.8	-8.3	-27.0
C(=C\c1nc2ccccc2[nH]1)/c1ccccc1	12.0	nt	-4.9	-2.2	0.8	4.4	2.9	-3.5	-5.7
Cc1cccc(-c2noc(CCCC(=O)Nc3cccnc3)n2)c1	8.3	0.9	-9.9	4.8	1.2	6.9	-3.0	-5.2	0.5
CC1(C)Cc2c(C#N)c(SCC(=O)c3ccccc3)nc(N3CCCC3)c2CO1	-2.5	1.5	-15.9	-0.7	nt	6.7	-2.6	-2.8	-25.2
CCN(CC(=O)Nc1c(C(=O)OC)[nH]c2ccc(Cl)cc12)c1ccc2c(c1)OCO2	3.7	1.2	-0.2	6.6	1.3	6.7	-2.2	-5.0	31.6
CCOC(=O)NC(NCCc1ccccc1)(C(F)(F)F)C(F)(F)F	-16.3	1	-6.2	0.8	1.1	3.0	-2.9	-7.5	-14.7
CCc1ccc(C2C(C#N)=C(N)Oc3n[nH]c(CC(=O)OC)c32)cc1 (stereo unspecified)	-30.6	1.2	-1.8	-0.6	nt	1.4	-0.1	-1.2	9.3
CCCn1nnnc1NC(=O)COc1ccc(Cl)cc1C	-22.6	nt	-7.5	-1.9	1	-2.5	-5.4	0.3	12.8
C/C(=N\NC(=O)c1c(Br)c(C)nn1C)c1ccc(NC(=O)C(C)Oc2ccc(Cl)cc2C)cc1 (stereo unspecified)	4.2	nt	-11.4	10.1	1.2	-0.2	-1.0	-3.1	-4.6
COc1ccc(-n2c(C)cc(=O)c3c2CC(C)(C)CC3=O)cc1	5.1	1.1	-13.3	3.8	1	3.2	9.9	-5.7	22.2
Cn1c(Oc2ccccc2NCc2cc(Br)ccc2O)cc(=O)n(C)c1=O	3.5	1	3.4	-0.2	1	3.0	5.4	-4.6	-8.9
Cc1nc2c(-c3ccc(F)cc3)c(C)nn2c(C)c1CCC(=O)NCCN1CCOCC1	-10.5	nt	13.3	-5.5	1.6	4.0	-9.3	-4.6	17.1
Cc1cccc(CCNC(=O)C2CCN(S(=O)(=O)c3c(C)noc3C)CC2)c1	-10.4	1.1	-11.8	-0.2	1	8.7	4.2	-5.8	-12.5
COc1ccc(CN2CCN(C(=O)c3cccs3)CC2)c(OC)c1OC	1.5	1	-0.8	-1.2	1.3	0.2	-2.0	-8.2	-33.5
Oc1ccc(Nc2nc(N3CCCC3)c3ccccc3n2)cc1	-19.8	nt	11.1	-2.4	1.3	2.8	-15.8	2.4	6.5
COC(=O)c1sc(=S)n(-c2ccc(Cl)cc2)c1C	-6.3	1.2	-0.9	1.0	0.8	7.9	-10.4	0.9	7.9
O=C(Nc1nnc(C2CC2)s1)c1ccncc1	4.2	1.1	-7.3	-3.4	1.1	3.5	-6.3	-0.6	-9.4
CCOc1ccc(CN=C(N)N=C(N)N)cc1Cl	17.6	nt	-3.7	-0.8	1.1	3.2	4.5	-8.9	-26.5
COc1ccc(CCNC(=O)CSc2nnc(Cn3c(=O)sc4ccccc43)n2C)cc1OC	20.4	1.3	-3.4	-5.1	1.4	5.1	-3.6	-1.0	-18.2
Cc1c(Cc2c(Cl)cccc2Cl)c(=O)ccn1C(C)c1ccccc1 (stereo unspecified)	0.7	nt	-6.2	-4.9	1.1	6.9	5.0	-7.9	-35.6
Cc1ccc(C)c(SCC(=O)OCC(=O)Nc2ccc(S(=O)(=O)N3CCOCC3)cc2)c1	6.6	1.2	-14.8	-2.1	0.9	6.7	-0.2	-7.7	3.5
CCn1c(=O)n(CC(=O)N2CCN(c3ccccc3F)CC2)c(=O)c2ccccc21	11.4	1.1	-12.1	6.0	1.1	1.6	2.1	-2.4	14.8
Cc1ccc(/C=N/NC(=O)c2c[nH]c3ccccc23)o1	-3.3	1.2	-3.9	-3.5	nt	3.3	-0.4	-4.6	-10.3
O=C(C1CCN(C2CC(=O)N(c3cccc(Cl)c3)C2=O)CC1)N1CCCC1 (stereo unspecified)	-5.8	1.1	-11.3	-3.5	1.4	0.0	-0.3	-4.7	27.9
O=C(Cn1cnc2ccccc2c1=O)N(Cc1ccco1)c1ccc(O)cc1	-9.4	1.2	-2.2	-3.3	0.9	6.0	-6.5	-4.8	8.7
